Screens from PubChem.
hcGAS lum – Primary biochemical luminescence assay for human cyclic GMP-AMP synthase inhibitors. Q8N884. inhibition, % at 12.5 µM. hit rate 0.081% among 290,000. AID 1259398, 2018. recombinant h-cGAS, ATP depletion, Kinase-Glo luminescence;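 note: 0% = vehicle reaction and 100% = reaction without DNA for no activity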
Target sequence (Q8N884 whole entry, looked up): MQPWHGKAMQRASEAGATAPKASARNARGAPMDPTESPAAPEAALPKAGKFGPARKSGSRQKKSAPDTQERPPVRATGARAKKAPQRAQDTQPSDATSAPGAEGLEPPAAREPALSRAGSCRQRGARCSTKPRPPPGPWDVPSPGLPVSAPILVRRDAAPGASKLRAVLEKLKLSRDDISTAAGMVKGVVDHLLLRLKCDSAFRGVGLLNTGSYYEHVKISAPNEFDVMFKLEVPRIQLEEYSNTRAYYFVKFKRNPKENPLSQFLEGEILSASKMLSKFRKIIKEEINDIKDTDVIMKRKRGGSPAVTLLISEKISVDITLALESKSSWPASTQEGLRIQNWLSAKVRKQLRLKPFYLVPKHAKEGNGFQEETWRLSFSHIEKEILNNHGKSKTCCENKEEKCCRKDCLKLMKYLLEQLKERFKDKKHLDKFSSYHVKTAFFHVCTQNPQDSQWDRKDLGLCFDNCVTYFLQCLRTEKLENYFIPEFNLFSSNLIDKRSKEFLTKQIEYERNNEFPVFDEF
NPYLR7 ag – agonists of mosquito NPYLR7 receptor, primary screen, cell-based, Aedes aegypti, calcium fluorescence, mosquito biting behavior. HEK293T NPYLR7/Galpha15, GCaMP6s calcium fluorescence. activation, % at 10 µM. hit rate 0.15% among 270,000. AID 1259423, 2018; in the data active = activation above about 40%;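 note: 0% = vehicle and 100% = reference agonist at the receptor; some compounds past the cut are filed as inactive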
mcGAS inh – cyclic GMP-AMP synthase inhibitors, mouse, primary biochemical chemiluminescence. recombinant cGAS, Kinase-Glo ATP depletion luminescence. hit rate 0.15% among 160,000. AID 1259399, 2018. inhibition, % at 12.5 µM;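 note: 0% = negative control wells and 100% = reference inhibitor with no enzyme activity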
An asterisk follows results filed as active; · = not tested or not shown. Cut-off read from the data, not from the text of the source, unless noted: active = inhibition above about 40%; inactive = the rest. Random draw from the library; about 0.29% have a hit in one of these screens.

The opening 3 records, ahead of the listing:
SMILES	hcGAS lum	NPYLR7 ag	mcGAS inh
CS(=O)(=O)c1ccccc1S(=O)(=O)NNC(=O)C1C2CCCCC21 (stereo not given)	-5	-8	-4
CN(CC(=O)NCCc1ccc(Cl)cc1Cl)C1CCS(=O)(=O)C1 (stereo not given)	0	6	·
COCc1cc(C(=O)N2CCOC(c3nc(C(C)C)n[nH]3)C2)c(C)o1 (stereo not given)	-4	21	·

The list itself (from the top)
SMILES	hcGAS lum	NPYLR7 ag	mcGAS inh
CS(=O)(=O)c1ccccc1S(=O)(=O)NNC(=O)C1C2CCCCC21 (stereo not given)	-5	-8	-4
CN(CC(=O)NCCc1ccc(Cl)cc1Cl)C1CCS(=O)(=O)C1 (stereo not given)	0	6	·
COCc1cc(C(=O)N2CCOC(c3nc(C(C)C)n[nH]3)C2)c(C)o1 (stereo not given)	-4	21	·
CCn1cc(C(CC(=O)NC(C)C)c2ccc(F)cc2)c2ccccc21 (stereo not given)	-2	·	-3
CCn1c(CCC(=O)Nc2nccs2)nc2cc(S(=O)(=O)N3CCOCC3)ccc21	9	-3	·
CCC(NCc1cc(C)c(OC(C)=O)c(C)c1)c1nc(C)no1 (stereo not given)	-4	-5	-2
Cc1nn(-c2ccccc2)c(Cl)c1C(=O)N1CCC(N(C)C)CC1	-6	2	·
CO[C@H]1CN(C(=O)c2cc(C)c[nH]2)CC[C@H]1N	-5	3	-10
CCC(C)(C)C(=O)N1CCN(c2ccc(NC(=O)c3ccc(C)cc3)cn2)CC1	3	1	2
CC(C)c1nc2cc(-c3ccn[nH]3)ccc2o1	-5	-3	·
COCCCNC(=O)C(NC(=O)c1ccccc1C)C1CCN(C(=O)c2ccc(Cl)cc2)CC1 (stereo not given)	-6	19	-7
Cn1cc(-c2[nH]c3cc(NC(=O)[C@H](N)C4CCCCC4)cc4c3c2C=NNC4=O)cn1	7	3	12
COCCCN(CC(=O)N(Cc1ccc2c(c1)OCO2)Cc1cccs1)C(=O)C1C[C@H]1c1ccccc1 (stereo not given in full)	-9	·	-6
CCc1nc2c(OCc3ccccc3C(=O)OC)cccn2c1N(C)C(=O)c1ccncc1	-4	-3	-4
COc1ccc(CC2(CO)CCN(Cc3ccc(SC)cc3)CC2)cc1	-10	2	·
O=C1CCCC2=C1C(c1ccccc1F)NC(=S)N2 (stereo not given)	-6	4	·
O=C1NC(=O)C(Cc2ccccc2F)(C2CCNCC2)N1 (stereo not given)	-4	27	-17
COc1ccc(C)cc1-n1ccc(C(=O)N2CC(n3ccnc3)C2)n1	-6	1	-16
COc1cccc2c1N(C(=O)N1CCCC(C(=O)O)C1)CCC2 (stereo not given)	-2	1	·
CCC(C)C(=O)N(Cc1nc2cc(C)ccc2o1)Cc1cc(F)ccc1F (stereo not given)	7	3	3
CCNC(=O)NC(=O)CSc1nnc(C(C)Oc2ccccc2F)o1 (stereo not given)	-8	0	·
O=c1[nH]nc(CCn2ccnc2-c2ccncc2)[nH]1	-4	5	·
CCc1ccc(C(=O)Nc2c(-c3ccc(F)cc3)nc3ccccn23)cc1	-1	-5	-2
CCOC(=O)c1ccc2c(c1)nc(SCc1c(F)c(F)c(OC)c(F)c1F)n2Cc1ccccn1	-9	6	-8
C=C(C)CNC(=S)NN=Cc1ccco1	-7	-8	·

Profiles as entered above:
CN(CC(=O)NCCc1ccc(Cl)cc1Cl)C1CCS(=O)(=O)C1 (stereo not given) as listed: hcGAS lum: 0; NPYLR7 ag: 6; mcGAS inh: ·
COCc1cc(C(=O)N2CCOC(c3nc(C(C)C)n[nH]3)C2)c(C)o1 (stereo not given) as listed: hcGAS lum: -4; NPYLR7 ag: 21; mcGAS inh: ·
CC(C)c1nc2cc(-c3ccn[nH]3)ccc2o1 as listed: hcGAS lum: -5; NPYLR7 ag: -3; mcGAS inh: ·

Exported with values under each structure: part of the list above.
Second line of a record – hcGAS lum, NPYLR7 ag, mcGAS inh
> CCn1cc(C(CC(=O)NC(C)C)c2ccc(F)cc2)c2ccccc21 (stereo not given)
    -2, ·, -3
> CCn1c(CCC(=O)Nc2nccs2)nc2cc(S(=O)(=O)N3CCOCC3)ccc21
    9, -3, ·
> CCC(NCc1cc(C)c(OC(C)=O)c(C)c1)c1nc(C)no1 (stereo not given)
    -4, -5, -2
> Cc1nn(-c2ccccc2)c(Cl)c1C(=O)N1CCC(N(C)C)CC1
    -6, 2, ·

Additional records follow.
SMILES	hcGAS lum	NPYLR7 ag	mcGAS inh
COC(=O)c1cc(N)c(/C=C/c2cccs2)s1	-7	184*	·
CNc1ccc(-c2ccc(C(=O)NCCC#N)cc2)cn1	-10	5	·
CC1CC(C)CN(C(=O)C(C)N2CC(OCC(=O)N(C)C)C2)C1 (stereo not given)	-7	2	·
COCCN1CCCC[C@]2(C[C@H](C(=O)O)[C@H](c3ccco3)N2C(=O)Cc2ccc(F)cc2)C1=O	0	6	-3
CSc1n[nH]c(NCc2ccc(C)cc2)n1	-7	-7	·
Cc1noc(C)c1CC(=O)N1CCN(C(=O)c2cccc(C(F)(F)F)c2)CC1	6	-4	·
C=CCN(CC(=O)N1CCc2sccc2C1c1ccc(OC)cc1)S(=O)(=O)c1cccc(C(F)(F)F)c1 (stereo not given)	10	·	2
CNCC(=O)N1CCNC(=O)C1c1cccc(F)c1 (stereo not given)	-6	3	-16
COc1ccccc1CN1CCNC(=O)C1CC(=O)N1CCCN(c2ncccn2)CC1 (stereo not given)	3	-4	2
Cc1cc(N2CCN(C(=O)c3cc(CC(C)C)nn3C)CC2)nc(N)n1	1	2	·
O=C(c1cc2ccccc2o1)N1CC(=O)N(C2CCCCC2)CC(OCc2ccncc2)C1 (stereo not given)	-22	13	-7
CC1Oc2ccccc2OC1C(=O)Nc1cccc(C(F)(F)F)c1 (stereo not given)	-9	-8	·
CC(=O)c1cccc(-c2nc(N)nc(NCc3ccccc3)n2)c1	-5	15	-11
CC(=O)Nc1cc(Cl)ccc1NC(=O)CCC(=O)c1ccccc1	4	-2	·
O=C(Nc1ccc(N2CCOCC2)cc1)C12CC3CC(CC(Br)(C3)C1)C2	-5	-2	6
O=C(CN1CCOC1=O)NCc1cc(-c2ccco2)on1	1	-5	·
CC(C)(N)c1cn(CC2CCN(C(=O)Nc3cccc(F)c3)CC2)nn1	-5	14	·
O=C(c1ccc(F)cc1C(F)(F)F)N1CCN(c2nc3nccc(-c4cc(Cl)ccc4Cl)n3n2)CC1	3	·	-4
Cc1nn(C)c(Cl)c1S(=O)(=O)NC(=O)C1(C)CCN1C(=O)c1ccccc1 (stereo not given)	-8	-1	·
COc1ccc(C(NC(=O)C2CCN(Cc3cccc(OC)c3)CC2)c2cnccn2)cc1 (stereo not given)	-4	10	-2
O=C(CSc1nc2c(cnn2-c2ccccc2)c(=O)[nH]1)NCC1CCCO1 (stereo not given)	5	-4	0
Cn1ccc(NC(=O)c2ccc(N3CCCC3=O)cc2)n1	-5	9	-7
O=[N+]([O-])c1cc(Cl)c(O)c(NS(=O)(=O)/C=C/c2ccccc2)c1	-2	-15	·
CCN1CCN(CCC(=O)Nc2sc(C(=O)OC)c(C)c2C(=O)OC)CC1	4	-1	10
O=C(c1cn(CC2CCCNC2)nn1)N1CCC2(CCCO2)CC1 (stereo not given)	-5	6	-14
(listing goes on)
SMILES	hcGAS lum	NPYLR7 ag	mcGAS inh
CCCCCCOCCOCCOC(=O)N1CCC2(CC1)CC(=O)c1cc(F)ccc1O2	-2	-16	-3
Cc1cccc(Cc2c(C)nc(CN(CC(C)C)C(=O)NC(C)C)[nH]c2=O)c1	-6	·	-5
O=C(CSc1nnc(C2CC2)n1C1CC1)c1ccc(Br)s1	-7	-1	·
CN(C)CC(C)(C)CNC(=O)c1c2c(nc3ccccc13)CCN(Cc1ccccn1)C2	-5	0	·
C=CCn1c(SCc2cccc(C#N)c2)nnc1-c1ccc(OC)c(OC)c1	-3	19	-6
COc1ccc(C(=O)Nc2c(C)nc3ccccn3c2=O)c(OC)c1	-3	-6	·
CCCCc1nc(CNCC2C[N+](C)(Cc3csc(CCCC)n3)CCO2)cs1 (stereo not given)	1	-5	·
CCc1nc2ccc(C(=O)NCCN3CCNC3=O)cn2c1N(C)C(=O)COc1ccccc1	-4	-6	-5
CC(C)c1cc(N2CCOCC2)nc(SCc2ccc(C(=O)NCc3ccncc3)o2)n1	-9	9	-7
O=C(CNC(=O)c1ccc(Cl)cc1)NCCN1C(=O)SC(=Cc2ccc(F)cc2)C1=O	-1	12	-5
CCN(CC)C(=O)C1CNc2ccccc2O1 (stereo not given)	-7	16	·
Cc1ccc(CSc2n[nH]c(=O)c3cc(-c4cccs4)nn23)cc1	-3	-5	-7
CC1(C(=O)NCc2nc3ccccc3s2)CCCN(C(=O)c2ccccc2)C1 (stereo not given)	-6	5	·
Fc1ccc(-c2n[nH]c(=S)n2C2CCCCC2)cc1	-5	10	·
Cc1cccnc1NC(=O)c1ccc(CN2CCCCC2)cc1	-5	-1	·
COc1nccnc1N1CCC2(CC1)C(=O)N(C)c1ccccc12	-9	12	·
Cc1ncsc1CN(Cc1ccccc1)C(=O)C1=NNC(=O)CC1	0	-2	·
CCC(C)N(Cc1ccc(OC)c(OS(=O)(=O)c2ccc(NC(C)=O)cc2)c1)C(=O)c1cccs1 (stereo not given)	-3	2	-4
Cc1cc(C)c(S(=O)(=O)n2nc(C)c(C)c2C)c(C)c1	-3	3	·
C=CCN1C(=O)NC(c2cccc(F)c2)C2=C1CN(CCCN1CCOCC1)C2=O (stereo not given)	-7	·	-4
Cc1ccc(N2CC(NC(=O)Nc3ncccc3C)CC2=O)cc1 (stereo not given)	-4	19	-7
COc1ccc(Cl)cc1C1=NOC2(CCC2)C(=O)N1Cc1ccc(NC(C)=O)cc1	-7	11	·
COc1cc(C(=O)N2CCN(C(=O)c3cccnc3)CC2)cc(OC)c1OC	-4	6	-6
CCC(CC)C(=O)N1C[C@H](OC)[C@H]2C[C@@H]1CC[C@H]2O	-6	23	-9
C=CCCC(O)(CCC=C)c1ccc(CN(Cc2ccc(C)o2)C2CC2)o1	-2	-8	-3
Additional entries follow.
SMILES	hcGAS lum	NPYLR7 ag	mcGAS inh
COc1ccc(-c2cnc(-c3cccc(CNC(=O)Cc4cccs4)c3)[nH]2)cc1	0	2	-3
CCN1CCN(c2c(CN(CCOC)C(=O)COCc3ccccc3)c(C)nn2-c2cccc(F)c2)CC1	-6	6	-3
COc1ccc(S(=O)(=O)N2CCN(c3ccccc3C)CC2)c(C)c1C	-8	5	·
COc1cc(Cc2nc(CSc3c(F)c(F)cc(F)c3F)cs2)ccc1Br	-2	6	-4
O=C(Nc1nnc(N=Cc2ccc([N+](=O)[O-])s2)s1)c1ccc(S(=O)(=O)N2CCOCC2)cc1	4	-4	-1
CCC(c1nc2ccccc2c(=O)n1-c1ccc(Br)cc1)N1CCN(C(=O)c2cccc(F)c2)C(C)C1 (stereo not given)	-7	1	-6
CCN(C)Cc1cccc(CNC(=O)C(NC(=O)c2ccco2)C(C)C)c1 (stereo not given)	-2	5	·
COC(=O)COc1cc2c(-c3cc4cccc(OC)c4o3)cc(=O)oc2cc1C	-8	0	-6
Cc1cc(CN(C)S(=O)(=O)N2CCCCC2)no1	4	-7	·
COc1cccc(CN2CCCC3(CCN(C(=O)C4=NNC(=O)CC4)C3)C2=O)c1 (stereo not given)	-8	23	·
COc1cc(C)c(S(=O)(=O)Nc2cccc(C)c2C)cc1C	-1	-1	-3
Cc1cc(C2CCCN2C(=O)c2cc(C)sc2NC(=O)C(C)(C)C)on1 (stereo not given)	-4	-3	-15
C/C=C(\C)CN1CCCC(C(=O)Nc2ccc(-c3cscn3)cc2)C1 (stereo not given)	-7	-5	·
Cc1ccc2occ(CN3CCN(Cc4ccsc4)C(CCO)C3)c(=O)c2c1 (stereo not given)	-7	3	·
CCc1ccc(NC(=O)N2CCC3(CC2)SCCN3C(=O)c2ccc(Cl)cc2Cl)cc1	-3	-6	-5
O=C(CCn1cnc2ccc(Cl)cc2c1=O)NC(=O)Nc1ccc2c(c1)OCCO2	-11	8	-7
CCOc1ccc(/C=C2/SC(=Nc3ccccc3)NC2=O)c(OCC)c1	-9	8	-8
O=C(OCc1ccccc1)N1CCc2n[nH]c(=O)cc2C1	-6	0	-11
COC(=O)C1(c2nc(C(C)C)nn2-c2ccc3c(c2)OCCO3)CC1	0	3	·
COCC(=O)Nc1nnc(SCc2ccc(C(F)(F)F)cc2)s1	-2	5	-5
Cc1cc(=O)oc2cc(OC(C)C(=O)N3CCn4cncc4C3)c(Cl)cc12 (stereo not given)	3	27	-19
O=S(=O)(Nc1ccccc1)c1ccc(NS(=O)(=O)c2cc(Cl)cc(Cl)c2)cc1	-3	3	-5
Cc1ccc(-c2nc3cc(C)ccn3c2NC(=O)C(Cl)Cl)cc1	1	-14	-2
O=C1/C(=C/c2ccc(-c3ccc(Br)cc3)o2)C=C(c2ccccc2)N1c1cccnc1	-6	0	-3
CC(C)C[C@@H](N)C(=O)NCc1n[nH]c2c1CCC2	-4	10	·
Next records follow:
SMILES	hcGAS lum	NPYLR7 ag	mcGAS inh
O=C(CSc1nnc(-c2ccccc2)n1-c1ccccc1)N/N=C\c1c(O)ccc2ccccc12	3	1	·
O=C(c1cnn2c1NC(c1ccccc1)CC2C(F)(F)F)N1CCOCC1 (stereo not given)	-5	25	-6
Cc1cc(S(=O)(=O)Nc2ccccn2)c(C)cc1Cl	-6	7	-8
Cc1ccccc1-n1c(C)[n+](C)c2ccccc21	-3	7	·
Cc1ccnc(CC(C)N(C)C(=O)c2cc(CC(C)C)no2)c1 (stereo not given)	-4	-3	-16
O=S(=O)(CCc1ccccc1)NCC1CCN(Cc2ccsc2)CC1	0	-10	·
Cc1nn2c(=O)cc(CN(C)CC(=O)Nc3ccccc3C(F)(F)F)nc2s1	-4	-5	·
C=C(C)C(O)(C(=C)C)c1ccc(CN(Cc2cccc(OC)c2)CC2CCCO2)o1 (stereo not given)	-4	-2	-4
